aSyn tox rescue: inhibitors of alpha-synuclein toxicity in yeast; S. cerevisiae alpha-synuclein toxicity rescue, BacTiter-Glo growth, 24 h; Potency, µM (highest dose often 46.1 µM), inactives show at the top dose growth rescue (activation), actives largely listed as activators; actives 0.02% (n = 94,000); AID 1347070; active = well fitted activation curve with a large enough effect; inconclusive = small, poorly fitted or top-dose-only effect; also: 0% is about no effect
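Growth restoration measured by BacTiter-Glo luminescence after 24 hr at 30 deg C; alpha-synuclein yeast, raffinose-pregrown to mid-log, were added at OD600=0.02 in galactose medium onto pinned compounds.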
* = called active by the depositor; ? = inconclusive. Potency is read from the fitted curve at half-maximal effect. A portion of the library, so the mix of outcomes need not match the whole.

SMILES	aSyn tox rescue
CCC(Sc1nnc2c3ccccc3n(CC)c2n1)C(=O)Nc1nnc(C(C)C)s1 (configuration not stated)	-6%
O[C@H]1C[C@H](c2ccccc2)N(CC2CCCCC2)C[C@@H]1n1cc(-c2ccc(F)cc2)nn1	0%
COc1ccccc1CNc1ccc(-c2nc(-c3cccc(C)c3)no2)cc1[N+](=O)[O-]	-11%
NC(=O)c1cc(N)ccc1N1CCCCC1	0%
CCOc1ccc(NC(=O)C(CC)n2nc(-c3ccc(C)c(C)c3)ccc2=O)cc1 (configuration not stated)	3%
O=C(CSc1ccc2ccccc2n1)Nc1nsc(-c2ccc(Cl)cc2)n1	-3%
Cc1oc(CN2CCOCC2)cc1C(=O)O	-11%
O=C(Nc1ccc(-c2ccc3nncn3n2)cc1)C1CCCCC1	7%
Cc1cccc(C(=O)N2CCc3cc(CNS(=O)(=O)c4ccc(F)c(Cl)c4)ccc32)c1	7%
Cc1cc2c(cc1C)NC(CC(=O)Nc1ccccc1SC(F)(F)F)C(=O)N2 (configuration not stated)	3%
COc1ccc(-c2csc(NC(=O)CSc3nnnn3C)n2)cc1OC	-7%
O=C(Nc1cc(S(=O)(=O)N2CCOCC2)ccc1N1CCOCC1)c1cccc(Cl)c1	4%
COc1cc(/C=C(\C#N)c2nc3ccccc3[nH]2)cc(Cl)c1OCc1ccccc1Cl	0%
O=c1[nH]cc(C(F)(F)F)cc1NS(=O)(=O)c1ccc([N+](=O)[O-])cc1	-6%
CCc1cccc(NC(=O)c2cc3c(s2)-c2ccccc2OC3)c1	-5%
COc1ccc(Cc2nc3ccc(C(=O)NCc4cccc(C)n4)cc3o2)cc1OC	1%
CC(=O)OC1c2ccccc2C(=O)N1Cc1ccccc1 (configuration not stated)	-1%
Cc1c(C(=O)OC/C(O)=C(\C#N)c2nc3ccccc3[nH]2)oc2ccccc12	7%
CCOC(=O)c1c(NC(=O)COc2ccccc2F)sc2c1CC(C)(C)NC2(C)C	5%
COc1ccc(C(=O)Nc2ccc(-c3nc4ccccc4s3)cc2C)cc1Cl	0%
COc1ccc(CNC(=O)C(Cc2ccccc2)NS(=O)(=O)c2ccc3c(c2)CCN3C(C)=O)cc1 (configuration not stated)	-2%
CS(=O)(=O)c1ccc(Cl)c(NC(=O)C2CCCN(C(=O)c3ccc(Cl)cc3)C2)c1 (configuration not stated)	-13%
Cc1nc(-c2cccc(S(=O)(=O)N3CCC(C(=O)NCc4ccccc4Cl)CC3)c2)no1	3%
COc1ccc(C(=O)Nc2nc3c(s2)CCCC3)cc1Cl	-19%
CN(CC(=O)NCC1CCCCC1)S(=O)(=O)c1ccc(Cl)cc1	3%
CCOC(=O)c1ccc(NC(=O)CCc2c(C)n(CC)c3cc(-c4ccccc4OC)nn3c2=O)cc1	2%
CC1=C(C(=O)Nc2cccc(C(=O)NC(C)C)c2)SCCO1	6%
Cc1c(CC(=O)NCCc2ccccc2F)c(=O)oc2c(C)c3occ(C(C)(C)C)c3cc12	3%
N#Cc1ccsc1NC(=O)c1ccc(Cl)c([N+](=O)[O-])c1	2%
Cc1ccc(-c2nnc(Nc3ccc(C(=O)N(C)C)cc3)c3ccccc23)cc1S(=O)(=O)N(C)C	7%
Cc1nn(C)cc1/C=N\NC(=O)c1ccc(Cn2cc(Cl)cn2)cc1	2%
COc1cccc(N(C(=O)c2snc(C(N)=O)c2N)C(C(=O)NCc2ccccc2)c2ccc(O)cc2)c1 (configuration not stated)	-2%
COCCNC(=O)/C(C#N)=C1\N=C(NC(=O)c2ccco2)c2ccccc21	1%
COc1ccccc1CN=C1NC(=O)C(CC(=O)Nc2ccc(C(C)=O)cc2)S1 (configuration not stated)	2%
Cc1ccc(C)c(N(CC(=O)NC2CCCC2)C(=O)c2csnn2)c1	-10%
O=C(Oc1ccc[nH]c1=O)c1cccc(Cl)c1	-1%
O=C(NCC1CCCO1)c1ccc(S(=O)(=O)Nc2ccccc2F)cc1 (configuration not stated)	2%
CCc1ccc(Nc2sc(C(=O)c3ccc(F)cc3)c(N)c2S(=O)(=O)c2ccccc2)cc1	9%
O=C(Nc1ccc2nc(SCCOc3ccccc3Cl)sc2c1)c1ccco1	2%
Cc1ccc(OCC(=O)NCC(=O)OCc2cc(=O)n3nc(C(C)C)sc3n2)cc1	-9%
CCN(CC)S(=O)(=O)c1ccc2c(c1)nc(CN(C)C(=O)Nc1ccc(Cl)cc1)n2C	-18%
COc1ccc(OC)c2c1sc(=NC(=O)C1CCCCC1)n2C	5%
Nc1c(C(=O)Nc2ccccc2)sc2ncc([N+](=O)[O-])cc12	-3%
Cc1cccc(CNC(=O)c2sc3ncnc(N(C)C4CCCCC4)c3c2C)c1	13%
Cc1cccc(/C=N/NC(=O)NC2CCCCC2)c1	10%
CCOc1ccc(C(=O)CCC(=O)NC2=NCCS2)cc1	-17%
O=C(NCc1cccnc1)NC1CC(=O)N(c2ccc3c(c2)OCCO3)C1 (configuration not stated)	7%
COCCn1c(=O)[nH]c2cc(C(=O)Nc3nnc(C)s3)ccc21	-3%
CCCC(C(=O)NC(C)(C)CC)N(CC1CCCO1)C(=O)CNS(=O)(=O)c1ccc(F)cc1 (configuration not stated)	1%
CN1C(=O)Cc2cc(S(=O)(=O)CCC(=O)Nc3ccc(F)c(Cl)c3)ccc21	-9%

Three of the compounds above, in markdown.
| Molecule | aSyn tox rescue |
| --- | --- |
| Cc1cccc(/C=N/NC(=O)NC2CCCCC2)c1 | 10% |
| CCOc1ccc(C(=O)CCC(=O)NC2=NCCS2)cc1 | -17% |
| O=C(NCc1cccnc1)NC1CC(=O)N(c2ccc3c(c2)OCCO3)C1 (configuration not stated) | 7% |

Of the compounds above, these contain a thiophene ring, fused or not:
SMILES	aSyn tox rescue
CCc1cccc(NC(=O)c2cc3c(s2)-c2ccccc2OC3)c1	-5%
CCOC(=O)c1c(NC(=O)COc2ccccc2F)sc2c1CC(C)(C)NC2(C)C	5%
N#Cc1ccsc1NC(=O)c1ccc(Cl)c([N+](=O)[O-])c1	2%
CCc1ccc(Nc2sc(C(=O)c3ccc(F)cc3)c(N)c2S(=O)(=O)c2ccccc2)cc1	9%
Nc1c(C(=O)Nc2ccccc2)sc2ncc([N+](=O)[O-])cc12	-3%
Cc1cccc(CNC(=O)c2sc3ncnc(N(C)C4CCCCC4)c3c2C)c1	13%

Taken from the listing, 2 compounds:
SMILES	aSyn tox rescue
Nc1c(C(=O)Nc2ccccc2)sc2ncc([N+](=O)[O-])cc12	-3%
Cc1cccc(CNC(=O)c2sc3ncnc(N(C)C4CCCCC4)c3c2C)c1	13%

Continuation.
SMILES	aSyn tox rescue
CC(C)N(C(=O)CSc1cn(CC(=O)N2CCCCCC2)c2ccccc12)C(C)C	-6%
CCOc1ccc(CCNC(=O)CCn2c(=O)c3cccn3c3ccc(F)cc32)cc1OCC	-6%
CC(C)(C)OC(=O)N1CCC(c2c(C(=O)N3CCN(Cc4ccccc4)CC3)cnn2-c2cccc(Cl)c2)CC1	3%
COc1cc(OC)c(Nc2nc3ccccc3c3nncn23)cc1Cl	-1%
O=C(C1CCCCC1)N1C[C@H](n2cc(C3CC3)nn2)[C@@H](O)C[C@@H]1c1ccc(Cl)cc1	-6%
CC1CCN(CCCNC(=O)c2ccc3c(Cl)c4c(nc3c2)CCCC4)CC1	-12%
CCc1ccc(NC(=O)C/C(C)=N/NC(=O)COc2ccccc2C)cc1	3%
Cc1cccc(-n2c(CNC(=O)c3cccc(F)c3)nnc2SCC(=O)Nc2ccccc2F)c1	-5%
COc1ccccc1C(=O)NCCC(=O)N1CCN(C(=O)c2ccco2)CC1	-10%
O=C(COC(=O)c1ccc(S(=O)(=O)N2CCCC2)cc1)NCc1ccco1	7%
CCN(CC)C(=O)Cn1c(=O)n(CCCCCC(=O)Nc2ccccc2)c(=O)c2sccc21	-3%
CN(C)c1nc(NCc2ccccc2)nc(N/N=C/c2cccc(Br)c2)n1	10%
COc1ccccc1N(CC(=O)NC1CCCCC1)S(=O)(=O)c1cccs1	2%
CCOc1ccc(C(=O)Nc2nnc(S(=O)(=O)N(CC)c3ccccc3C)s2)cc1	1%
C=C(C)Cn1c(SCC(=O)O)nc2c1c(=O)[nH]c(=O)n2C	1%
Cc1ccc(C(=O)OCC(=O)N2CC(C)CC(C)C2)cc1S(=O)(=O)N1CCCCC1 (configuration not stated)	4%
Cc1ccccc1CSCCNC(=O)C1CCN(S(=O)(=O)Cc2ccccc2)CC1	0%
CC(=O)Nc1ccc(NC(=O)C(NC(=O)c2ccc(Cl)cc2)C(C)C)cc1 (configuration not stated)	-5%
COc1ccccc1CNC(=O)c1ccc2[nH]c(C)c(C)c2c1	13%
CCCn1c2ccccc2c2cnn(CC(=O)NCCc3ccc(C)cc3)c(=O)c21	11%
COc1cccc(CNCCCSc2nnnn2C)c1OC	-2%
O=c1n(-c2ccc(Br)cc2)cnn1-c1ncccc1[N+](=O)[O-]	-6%
Cc1cccc(C(=O)Oc2c(Sc3ccccc3)c(C)nn2C(C)(C)C)c1	2%
C=CCNC(=O)c1ccc(-c2nc3ccccc3nc2-c2ccccc2)cc1	4%
CCC(CC)C(=O)Nc1nnc(SCc2cc(=O)n3cccc(C)c3n2)s1	-2%
O=C(NCc1cccc(Cl)c1)NCc1noc2ccccc12	2%
Cc1ccc2nc(NS(=O)(=O)c3ccc(Cl)cc3)c(Nc3ccc(C(=O)O)cc3)nc2c1	-6%
O=C1Nc2c(c(=O)[nH]c(=O)n2-c2ccc(F)cc2)C1(NS(=O)(=O)c1ccc(Cl)cc1)C(F)(F)F (configuration not stated)	-3%
Fc1ccc(-n2ncc3c(N4CCN(Cc5ccccc5)CC4)ncnc32)cc1	10%
O=C(Nc1ccc(N2CCCC2)c(Cl)c1)c1ccccc1F	-1%
CC1CCCN(C(=O)CN2C(=O)NC3(CCCCC3C)C2=O)C1 (configuration not stated)	1%
COc1ccc(CCNC(=O)c2nc(SCc3ccccc3F)ncc2Cl)cc1OC	-11%
Cc1ccc(-n2nc3c(N4CCC(C(=O)NCc5ccccc5Cl)CC4)nnc(C)c3c2C)cc1	-5%
Cc1c(NC(=O)COC(=O)c2ccc(F)c(S(=O)(=O)N3CCOCC3)c2)c(=O)n(-c2ccccc2)n1C	6%
COc1cc(C(=O)NNC(=O)c2cc(C)[nH]n2)cc(OC)c1OC	-12%
c1ccc2sc(NN=C3CCCC3)nc2c1	-11%
Cc1ccc(CNC(=O)C(=O)Nc2c3c(nn2-c2ccccc2)CSC3)cc1	-4%
CCOC(=O)c1cccc(NC(=O)C2(S(=O)(=O)c3ccc(C)cc3)CC2)c1	0%
Cc1ccc(-c2nc(CN3CCCCC3CCN3CCCC3=O)c(C)o2)o1 (configuration not stated)	6%
Oc1c(C(c2ccccc2Cl)N2CCN(Cc3ccccc3)CC2)sc2nc(-c3ccco3)nn12 (configuration not stated)	-4%
Cc1ccccc1NC(=O)c1sc2nc(-c3cc4ccccc4oc3=O)[nH]c(=O)c2c1C	-8%
C=CCOc1ccccc1CNn1c(C)n[nH]c1=S	-3%
COCCn1cnc2c1c(=O)n(CC(=O)NC1CCCCC1)c(=O)n2Cc1ccccc1	-5%
Cc1cccc(NC(=O)CCS(=O)(=O)c2cccc3nsnc23)c1C	-1%
O=C(NCCCN1CCOCC1)c1cc(-c2cccc(O)c2)on1	5%
CCOC(=O)c1c(-c2ccc(C)cc2)csc1NC(=O)c1nc(SC(C)C)ncc1Cl	8%
CCc1ccc(N2C(=O)CS(=O)(=O)C23C(=O)N(Cc2ccccc2)c2ccccc23)cc1 (configuration not stated)	8%
CCCN(CCC)CCCNC(=O)c1cc2c(=O)oc3ccc(C)cc3c2s1	13µM*
COc1ccc(C)cc1NC(=O)CN(C)C1CCCCC1	5%
COC(=O)c1ccc(Oc2nc3c(c(=O)n(C)c(=O)n3C)n2Cc2ccc(Cl)c(Cl)c2)cc1	-7%
Following part:
SMILES	aSyn tox rescue
COc1ccccc1NC(=S)N(Cc1ccco1)Cc1cc2cc(C)ccc2[nH]c1=O	6%
O=C(CSc1nncs1)NCCNC(=O)CSc1nncs1	3%
COc1ccc(OC)c(NS(=O)(=O)c2ccc3[nH]c4c(c3c2)CCCCC4)c1	?
Cc1ccc(-n2c(=O)c3c(c4cc(C)ccc4n3C)n(Cc3ccc(F)cc3)c2=O)cc1	-14%
O=C(NCCC1=CCCCC1)c1cc(S(=O)(=O)N2CCOCC2)ccc1Cl	5%
CC[C@H](C)[C@H](NC(=O)OCc1ccccc1)C(=O)OCC(=O)Nc1ccc(N2CCOCC2)cc1	12%
COc1cc(C2C3=C(CCCC3=O)Nc3ccc4ncccc4c32)ccc1O (configuration not stated)	1%
Fc1cccc(F)c1/C=N/NC(=S)Nc1cccnc1	-3%
CCCCC(=O)Nc1cnc(NC(=O)c2ccco2)cc1C	2%
Cc1c(C(=O)N/N=C/c2ccncc2)nnn1-c1nonc1N	2%
Cc1ccc2nc(CN3CCN(S(=O)(=O)c4ccc(C(C)C)cc4)CC3)oc2c1	-9%
COc1cc(NS(=O)(=O)c2ccc3c(c2)OCC(C(=O)N2CCCC2)O3)cc(OC)c1 (configuration not stated)	0%
C[C@@H]1CNC(=O)c2c(C(=O)Nc3cccc(Cl)c3)ncn21	-1%

Bioassay records: PubChem BioAssay, National Center for Advancing Translational Sciences (NCATS)
